Bioassay records: PubChem, several laboratories
SUMO1 PPI mod – modulators of SUMO1 protein-protein interactions, primary screen, biochemical, uHTS; SUMO1 binding to a labelled peptide, TR-FRET, 1 h; Small ubiquitin-related modifier 1 (Homo sapiens), P63165; AID 602429, 2012; inhibition, % at 20 µM; 0.33% of 360,000 active; in the data active = inhibition above about 37%
CSN deneddyl inh – inhibitors of CSN-mediated cullin deneddylation, primary screen, biochemical, fluorescence polarization, uHTS | Purified CSN, SCF-Nedd8-OG deneddylation | 0.38% of 360,000 active | COP9 signalosome complex subunit 5 (Homo sapiens), Q92905 | inhibition, % at 12.5 µM | AID 651999, 2013;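 active = pattern-corrected inhibition above about 35%, with an unprinted fluorescence ratio check between 0.5 and 1.5, limit read from the data, passing the limit was not always enough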;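 note: 0% = enzyme with substrate and 100% = substrate without enzyme; some results filed as inactive read as strong as hits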
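Material: human Csn5 produced in HEK293T cells; Input: enzyme 0.24 nM; Reagent: SCFSkp2-Nedd8OG substrate at 10 nM final; Dosing: 12.5 µM compound; Incubation: 90 min reaction at room temperature; Detection: fluorescence polarization of the substrate; Evaluation: % inhibition of substrate cleavage by Csn5; Control set: substrate-only high control, full reaction low control.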
Scp1 inh – Scp-1 phosphatase inhibitors, primary screen, biochemical, colorimetric, uHTS; inhibition, % at 20 µM; Carboxy-terminal domain RNA polymerase II polypeptide A small phosphatase 1 (Homo …; Recombinant Scp1, phosphopeptide, malachite green phosphate absorbance; 0.88% of 340,000 active;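 active = inhibition above about 50% at 20 µM, limit read from the data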;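 note: plate controls were DMSO wells with enzyme for no effect and wells lacking enzyme for full effect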
Target sequence (Q9GZU7 76-261 limits assumed): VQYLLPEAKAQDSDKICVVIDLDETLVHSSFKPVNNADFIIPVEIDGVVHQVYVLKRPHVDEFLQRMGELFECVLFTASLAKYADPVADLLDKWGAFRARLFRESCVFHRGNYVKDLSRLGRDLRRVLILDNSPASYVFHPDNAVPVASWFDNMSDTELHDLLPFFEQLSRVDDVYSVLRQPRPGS
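Test system: SCP-1 phosphatase catalytic domain, residues 76-261 | Compound dosing: One concentration, 20 µM, with 1.0% DMSO | Schedule: 45 min room-temperature reaction, 5 min colour, 30 min stabiliser | Detection: Absorbance at 630 nm | Read-out basis: % inhibition of SCP-1 phosphate liberation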
DNMT1 inh – human DNMT1 methyltransferase inhibitors, primary screen, biochemical, molecular beacon, fluorescence, HinP1I cleavage, uHTS | AID 588458, 2011 | DNA (cytosine-5)-methyltransferase 1 (Homo sapiens), P26358 | inhibition (reported as % activation of signal), % at 10 µM | 0.83% of 360,000 active; in the data active = inhibition above about 50%
Rpn11 block – Rpn11 (PSMD14) deubiquitinase inhibitors, primary screen, biochemical, fluorescence polarization, uHTS; human 26S proteasome, Ub4-pepOG fluorescence polarization; 20S core pre-blocked with epoxomicin; calls only at 20 µM; 0.59% of 360,000 active; 26S proteasome non-ATPase regulatory subunit 14 (Homo sapiens), O00487; AID 588493, 2011;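 active = inhibition at 20 µM, scaled to each plate's controls, above about 33%, limit read from the data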
LMPTP inh – LMPTP phosphatase inhibitors, primary screen, biochemical, fluorescence intensity, uHTS; Low molecular weight phosphotyrosine protein phosphatase (Homo sapiens), P24666; 0.22% of 360,000 active; inhibition, % at 20 µM; recombinant LMPTP-A, OMFP fluorogenic substrate;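 active = compounds that cut the enzyme signal by at least half of the control window in the single-dose screen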;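 note: plate controls were DMSO wells with enzyme plus substrate for no effect and substrate without enzyme for full effect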
Target sequence (P24666 whole entry, looked up): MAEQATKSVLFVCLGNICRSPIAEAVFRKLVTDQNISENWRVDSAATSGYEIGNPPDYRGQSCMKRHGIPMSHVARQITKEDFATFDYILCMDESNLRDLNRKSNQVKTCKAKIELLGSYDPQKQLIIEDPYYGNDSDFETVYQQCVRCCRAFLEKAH
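Test system – LMPTP-A enzyme · Amount – LMPTP-A at 0.625 nM final in the reaction · Buffer or medium – Bis-Tris pH 6.0, DTT, detergent · Reagent – OMFP 400 µM · Doses – single 20 µM dose · Schedule – reaction 50 min, room temperature, dark · Detection – fluorescence intensity of OMFP turnover product · Evaluation – percent inhibition versus substrate-only and uninhibited controls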
PABP1 MLLE inh – inhibitors of PABP1 MLLE–PAM2 peptide binding, primary screen, biochemical, fluorescence polarization, FITC-PAM2, GST-MLLE | Polyadenylate-binding protein 1 (Homo sapiens), P11940 | inhibition, % at 20 µM | 0.36% of 360,000 active; in the data active = inhibition above about 35%, passing the limit was not always enough;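 note: plate controls were DMSO wells with GST-MLLE for no effect and wells lacking GST-MLLE protein for full effect; some results filed as inactive read as strong as hits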
Target sequence (P11940 whole entry, looked up): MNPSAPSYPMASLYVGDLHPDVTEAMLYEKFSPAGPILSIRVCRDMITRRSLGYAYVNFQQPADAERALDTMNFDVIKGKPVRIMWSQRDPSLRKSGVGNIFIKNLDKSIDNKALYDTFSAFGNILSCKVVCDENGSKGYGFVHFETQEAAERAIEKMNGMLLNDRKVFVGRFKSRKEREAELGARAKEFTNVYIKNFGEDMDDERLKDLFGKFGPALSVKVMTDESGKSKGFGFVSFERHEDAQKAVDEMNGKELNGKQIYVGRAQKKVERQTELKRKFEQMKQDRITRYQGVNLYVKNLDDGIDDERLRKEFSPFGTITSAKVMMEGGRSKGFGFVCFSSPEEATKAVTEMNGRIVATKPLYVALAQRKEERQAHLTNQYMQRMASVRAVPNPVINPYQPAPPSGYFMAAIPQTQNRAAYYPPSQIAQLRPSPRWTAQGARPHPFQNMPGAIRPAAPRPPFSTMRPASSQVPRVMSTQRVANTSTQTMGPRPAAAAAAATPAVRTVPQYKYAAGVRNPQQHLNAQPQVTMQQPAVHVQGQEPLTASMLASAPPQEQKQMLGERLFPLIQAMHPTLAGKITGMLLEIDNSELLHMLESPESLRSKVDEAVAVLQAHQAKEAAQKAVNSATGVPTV
NadD inh – inhibitors of S. aureus NadD, primary screen, biochemical, colorimetric, uHTS; 0.78% of 360,000 active; inhibition, % at 20 µM; purified NadD enzyme, colorimetric absorbance read-out; in the data active = inhibition above about 26%; note: some compounds past the cut are filed as inactive
STEP inh – STEP phosphatase inhibitors, primary screen, biochemical, fluorescence intensity, uHTS | Tyrosine-protein phosphatase non-receptor type 5 (Homo sapiens), P54829 | 0.25% of 360,000 active | AID 588621, 2011 | inhibition, % at 20 µM | recombinant STEP, OMFP fluorogenic substrate;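 active = inhibition at 20 µM, scaled per plate between control wells, above about 37%, limit read from the data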;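 note: 0% = DMSO with enzyme and substrate and 100% = substrate only without enzyme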
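Material: STEP (striatal-enriched tyrosine phosphatase) enzyme, cell-free; Compound dosing: 20 µM single dose in 1% DMSO; Technique: fluorescence read at 480 nm ex / 540 nm em; Times: reaction 20 min, ambient temperature; Medium: 50 mM Bis-Tris pH 6.0 with 2.5 mM DTT and 0.005% Tween 20; Also added: OMFP at 25 µM.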
Tb MetRS inh – T. brucei MetRS inhibitors, primary screen, biochemical, luminescence | purified T. brucei MetRS, ATP depletion, Kinase-Glo luminescence | methionyl-tRNA synthetase (Trypanosoma brucei brucei) | 0.4% of 360,000 active | inhibition, % at 11.9 µM;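 active = inhibition above a per-plate cutoff of the control wells' mean inhibition plus 3 SD, cut at about 5.5% in these data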;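 note: 0% = DMSO wells median and 100% = median of wells with control inhibitor compound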
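Test system: purified T. brucei MetRS enzyme. Also added: ATP, methionine and E. coli bulk tRNA substrates. Compound: 11.9 µM single point. Schedule: 15 min enzyme-compound preincubation, 2 h reaction, 10 min detection, 25 °C. Signal: luciferase luminescence of residual ATP, Kinase-Glo. Evaluation: percent inhibition versus plate control medians. Controls: DMSO wells, low control.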
* marks the source's active call; other numbers are inactive results; i = inactive; . = no result given.

A first look:
SMILES	SUMO1 PPI mod	CSN deneddyl inh	Scp1 inh	DNMT1 inh	Rpn11 block	LMPTP inh	PABP1 MLLE inh	NadD inh	STEP inh	Tb MetRS inh
Cc1cc(Br)cn2c(Cc3ccccc3)c(-c3cccc(Cl)c3)nc12	-5	1	.	.	.	1.6	.	20	.	-1.4
COc1ccc(N(/N=C2\Sc3ccccc3C2=O)C(C)=O)cc1	27	11	-6	48	i	1.3	-1	-5	5	0.2

Results, previewed entries included:
SMILES	SUMO1 PPI mod	CSN deneddyl inh	Scp1 inh	DNMT1 inh	Rpn11 block	LMPTP inh	PABP1 MLLE inh	NadD inh	STEP inh	Tb MetRS inh
Cc1cc(Br)cn2c(Cc3ccccc3)c(-c3cccc(Cl)c3)nc12	-5	1	.	.	.	1.6	.	20	.	-1.4
COc1ccc(N(/N=C2\Sc3ccccc3C2=O)C(C)=O)cc1	27	11	-6	48	i	1.3	-1	-5	5	0.2
CC(C)(C)c1ccc(SCCc2ccccn2)cc1	10	5	-3	3	i	2.2	5	-2	1	0.0
O=[N+]([O-])c1ccc(-c2nc(-c3cccs3)c(-c3cccs3)[nH]2)cc1	-3	28	6	-23	.	7.8	-85	24	1	0.3
Cc1ccc(N2C(=O)CC(NCc3ccc4c(c3)OCO4)C2=O)cc1Cl (stereo not drawn)	3	-4	4	-2	i	-0.5	-4	-7	2	12*
Cc1cccc(OCC(=O)Nc2ccc(CN3CCOCC3)cc2)c1C	1	-4	-7	0	i	-0.1	0	-1	0	-0.2
COc1ccc([C@H]2CC(=O)C=C(c3cccc(C(F)(F)F)c3)C2)cc1	-13	0	-11	-1	i	2.2	11	-3	4	-0.3
CCOC(=O)c1cccc(S(=O)(=O)N(CCO)Cc2cc3cc(OC)ccc3[nH]c2=O)c1	2	-2	-3	2	i	-1.3	-2	-5	0	0.3
O=C(c1cccc(Cl)c1)N1CCC2CC1c1cc(-c3ccccc3)ccc12 (stereo not drawn)	4	2	-12	-4	i	7.5	11	-4	2	-0.1
COC(=O)[C@]12CCCCC=C1N(CCC1=CCCCC1)C(=O)[C@H](CC(=O)NCCCCc1ccccc1)C2	2	1	.	.	.	4.9	.	7	.	-2.1
COc1cc(Cn2c3ccc(NC(=O)CCc4ccccc4)cc3c(=O)n2C)ccc1F	2	6	.	1	i	-0.7	-35	-7	-1	-0.1
Cc1ccc(C)c(CSc2nnc(C)c(=O)n2N)c1	3	-2	0	1	i	-1.1	8	-2	2	0.3
CCOC(=O)C1=C(N)N(c2ccccc2)C2=C(C(=O)CCC2)C1c1cccnc1 (stereo not drawn)	-3	1	-8	2	i	-1.3	5	2	-1	-0.1
COCCNC(=S)Nc1ccc2[nH]c(=O)[nH]c2c1	1	3	0	-5	i	-0.3	7	-1	2	-1.0
COC(=O)[C@H](CC(C)C)NC(=O)Cn1cnc2c(OCc3ccccc3)ncnc21	-1	-4	4	-1	i	-1.3	9	-3	2	0.2
C=CCC1(CC=C)CCCN1C(=O)CC1C(=O)NCCN1Cc1ccc(OC)c(OC)c1 (stereo not drawn)	4	7	-3	-5	i	-0.5	14	-2	1	-0.8
COC(=O)c1sccc1NC(=S)N1CCN(c2cccc(C)c2C)CC1	-3	-4	-9	1	i	1.0	-34	5	6	-0.1
O=C(OCCC1Oc2cccnc2NC1=O)c1ccc(F)cc1 (stereo not drawn)	3	-3	4	3	i	-1.2	8	-5	0	-1.5
CC(C)OC(=O)CC(=O)CSc1nc2c(c(-c3cccs3)c1C#N)CCC2	-1	1	-10	0	i	2.4	-12	1	4	-0.2
CCOC(=O)c1c(NC(=O)C(C)NCc2ccco2)sc2c1CCC(C)C2 (stereo not drawn)	3	1	5	-2	i	1.8	-5	10	1	-0.3
N#Cc1ccccc1NC(=O)c1cc(=O)c2ccccc2o1	-18	-3	-5	0	i	-0.4	8	-1	1	-0.3
ONC(=Nc1ccccc1)C(=Nc1ccccc1)NO	1	2	7	1	i	-0.1	-6	5	7	0.0
CCOC(=O)c1ccc(NNC(=O)CC)c([N+](=O)[O-])c1	-17	0	-1	5	i	0.9	-18	-5	1	-0.9
CCn1cc(C(=O)NCCCOC)c(=O)c2cc(S(=O)(=O)N3CCCC3)ccc21	-1	3	-4	-2	i	0.7	-19	4	2	0.7
CC(=O)Nc1cccc(NC(=O)CSc2nnc(Cc3cccn3C)n2-c2ccc(C)cc2)c1	3	-1	-1	-12	i	0.4	-58	13	-3	-0.4
COc1cc(OCc2ccccc2)c(CC(=O)O)c([N+](=O)[O-])c1	-6	3	.	1	i	1.4	4	-7	3	-0.1
NC(=O)c1ncn([C@@H]2O[C@H](CNS(=O)(=O)c3cc4ccccc4s3)[C@@H](O)[C@H]2O)n1	3	-5	0	9	i	-1.3	3	0	-5	0.2
C/C(=N\NC(=O)c1cccnc1)c1ccc(OC2OCCOC2Oc2ccc(/C(C)=N/NC(=O)c3cccnc3)cc2)cc1 (stereo not drawn)	3	-3	-1	-4	i	4.9	-2	-3	2	-0.7
CCN(CC)CCNC(=O)c1ccc(NC(=O)c2ccccc2-c2ccc(C(F)(F)F)cc2)cc1	-4	0	1	0	i	1.8	6	-11	0	-1.3
Cc1cccc(OCCNC(=O)c2ccc(Cl)c(S(=O)(=O)NCc3cccnc3)c2)c1	-3	-5	-2	-1	i	-1.6	7	4	0	0.0
Cc1ccc(S(=O)(=O)N2CCCCC2)cc1C(=O)N1CCN(CCO)CC1	1	0	-7	4	i	-4.5	-1	5	1	-0.2
CC(C)c1ccc(NC2CCCN(C(=O)c3ccncc3)C2)cc1 (stereo not drawn)	1	-4	-8	-1	i	-1.2	-8	-4	-2	0.1
Cc1noc(C)c1C(=O)Nc1nnc(CC(C)C)s1	5	5	-4	1	i	-1.7	-5	-1	1	-0.4
CCCCn1c(N)c(N(CCOC)C(=O)C2CCN(c3ncnc4sc(C)c(C)c34)CC2)c(=O)[nH]c1=O	2	-3	-7	-1	i	-0.6	-8	3	-1	-0.3
CCOC(=O)C1=C(C)OC(N)=C(C#N)C1c1cc2cc(C)ccc2nc1N1CCCCC1 (stereo not drawn)	-6	-11	-2	0	i	-0.9	19	8	0	-0.7
COc1cccc(NC(=S)NN2C(C)CCCC2C)c1 (stereo not drawn)	1	-2	-7	-2	i	-1.3	8	4	-8	0.7
CCOC(=O)CCCCCC(=O)Nc1ccc2c(c1)CC(=O)N([C@H](C)CO)C[C@@H](C)[C@H](CN(C)Cc1ccc3c(c1)OCO3)O2	2	3	-2	-2	i	-0.7	26	0	-1	0.2
O=C(COc1ccc(-c2ccccc2)cc1)N/N=C/c1cc(O)ccc1Br	4	3	-1	-23	i	2.2	-5	31*	1	1.2
Cc1ccc(-c2nc(=S)c3c(n2Cc2ccco2)CC(C)(C)OC3)cc1	-2	12	5	3	i	1.0	3	21	-2	-1.4
CC/C(=N\NC(=O)c1cc(C)oc1C)c1ccc(OC(F)F)cc1	-1	1	.	-3	i	-1.3	-2	2	0	-0.2
Cc1ccc(OCCNC(=O)c2ccc3ccccc3n2)cc1	-7	0	12	0	i	1.7	0	1	1	-0.4
C/C(=N/NC(=O)c1ccc(Br)o1)c1cccs1	-14	-1	-5	1	i	-0.8	-3	1	0	-0.4
CCN(CC)C(=O)c1c(-c2ccccc2)oc2ccc(O)cc12	-2	0	-2	-2	i	0.3	-9	-9	-4	-2.5
Cc1ccc(C)c(NC(=S)NNC(=O)c2ccco2)c1	1	-2	-11	1	i	0.5	-56	-1	-1	-1.0
CCOc1ccc(NC(=O)C2CCC(CNc3c(N4CCCCC4)c(=O)c3=O)CC2)cc1 (stereo not drawn)	2	0	34	-1	i	-0.5	10	1	-1	-0.6
COc1cc(-c2noc(C)c2C#CCO)cc(OC)c1OC	6	2	2	8	i	-1.5	0	-3	-1	-0.1
Cc1cc(C)cc(NC(=O)C2CCCN(S(=O)(=O)c3c(C)noc3C)C2)c1 (stereo not drawn)	-1	-5	-8	-1	i	-0.9	5	-4	-1	-0.3
Cc1cc(C)n(-c2nc(C)nc(N)n2)n1	2	0	-7	3	i	0.2	-9	-2	-3	-0.1
COc1ccc(OCCSc2nc3nc(C)cc(C)n3n2)cc1	-3	7	5	-1	i	-0.3	-12	0	-1	-0.2
Cc1cc(Cl)ccc1OCCCC(=O)OCC(N)=O	1	-8	-3	1	i	-0.1	17	-7	2	3.2
COc1ccc(C(C(=O)NCc2ccccc2)N(Cc2ccco2)C(=O)c2cnccn2)cc1 (stereo not drawn)	-1	-3	-3	-6	i	-1.0	-4	-4	1	0.2
Cc1ccc2c(c1)[C@H]1[C@H](CO2)[C@H](c2ccccc2)[C@]2(C)C(=O)NCC(=O)N12	0	-1	-3	-2	i	-0.4	13	-3	-4	-0.3
COc1cc(/C=C/C(=O)Nc2ccc(OC)c(S(=O)(=O)N3CCOCC3)c2)ccc1OC(F)F	-2	-7	-10	-2	i	0.6	9	-7	0	-0.3
Cc1ccc(CN2C(=O)C(F)(F)Oc3ccccc32)cc1	4	0	.	2	i	-0.8	1	-7	1	-0.3
Cc1ccc2c(c1)c(N=NC(N)=S)c(O)n2Cc1ccccc1	-9	-3	-5	2	i	-0.7	18	-12	-3	-0.1
CCCc1ccc(S(=O)(=O)N2CCN(C(C)C(=O)NCc3ccc(OC)cc3)CC2)cc1 (stereo not drawn)	3	-3	4	3	i	0.6	-6	-4	-2	-0.7
